Compound activity (PubChem)
Mcl1-Bid inh – Mcl-1/Bid binding inhibitors, primary screen, biochemical, TR-FRET, 1536-well. Induced myeloid leukemia cell differentiation protein Mcl-1 (Homo sapiens), Q07820. TR-FRET Mcl-1/Bid-Dy647 peptide binding. inhibition, % at 21.7 µM. 0.97% of 220,000 active;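 active means compounds that cut the binding signal by more than half at the single screening dose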;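 further: His-tagged Mcl-1 with europium anti-His antibody binding Bid BH3 peptide; 0% = Mcl-1 plus peptide wells and 100% = peptide-only wells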
Target sequence (Q07820 whole entry, looked up): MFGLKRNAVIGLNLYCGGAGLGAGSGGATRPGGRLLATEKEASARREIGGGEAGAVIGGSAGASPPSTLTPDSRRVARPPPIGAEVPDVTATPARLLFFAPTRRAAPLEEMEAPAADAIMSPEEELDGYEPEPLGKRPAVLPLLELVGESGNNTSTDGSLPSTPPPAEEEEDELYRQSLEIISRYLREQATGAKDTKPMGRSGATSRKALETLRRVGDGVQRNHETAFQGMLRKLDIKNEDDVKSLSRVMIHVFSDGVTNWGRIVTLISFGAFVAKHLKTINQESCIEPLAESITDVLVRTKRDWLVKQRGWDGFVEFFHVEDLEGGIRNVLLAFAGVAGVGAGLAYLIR
RGS4-Gao reg – modulators of RGS4 binding to Galphao, primary screen, biochemical, multiplexed bead flow cytometry. actives lie on both sides. AID 1415, 2008. binding response (% of control), % at 10 µM. Guanine nucleotide-binding protein G(o) subunit alpha (Homo sapiens), P09471. 0.33% of 220,000 active; in the data active means binding response below about 49% or above about 150%; inactive means in between;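 further: fluorescent Galphao activated with aluminum fluoride binding bead-coupled RGS4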
Bcl-B Bim block – inhibitors of Bim-Bcl-B binding, primary screen, biochemical, multiplexed, human Bcl-2 family | Bcl-2-like protein 10 (Homo sapiens), Q9HD36 | bead-based flow cytometry, Bim peptide-Bcl-B binding | inhibition, % at 10 µM | 0.073% of 190,000 active | AID 951, 2007;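 further: 0% = tracer peptide without compound and 100% = reference inhibitor peptide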
RGS7-Gao – RGS7-Galphao binding modulators, primary screen, biochemical, multiplexed bead flow cytometry. binding response (% of control), % at 10 µM. 0.35% of 220,000 active. actives lie on both sides; in the data active means binding response below about 49% or above about 150%; inconclusive means no clear call, values can overlap the other calls; inactive means in between;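 further: fluorescent Galphao held in activated GDP-AlF4 state binding bead-coupled RGS7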
Bfl-1 Bim block – inhibitors of Bim binding to Bfl-1, primary screen, biochemical, multiplexed, bead-based flow cytometry | AID 1008, 2008 | inhibition, % at 10 µM | Bim-Bfl-1 binding inhibition | 0.12% of 190,000 active;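 further: 0% = wells without compound plus tracer and 100% = blocker peptide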
Mcl1-Noxa inh – Mcl-1/Noxa binding inhibitors, primary screen, biochemical, TR-FRET, 1536-well; Induced myeloid leukemia cell differentiation protein Mcl-1 (Homo sapiens), Q07820; 1.5% of 220,000 active; inhibition, % at 21.7 µM; TR-FRET Mcl-1/Noxa peptide binding, 2 h; AID 1022, 2008;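 active means compounds that cut the protein-peptide binding signal by more than 50% relative to plate controls in a single-dose test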;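 further: His-tagged Mcl-1 with rhodamine Noxa BH3 peptide and terbium anti-His antibody; 0% = Mcl-1 plus Noxa peptide wells and 100% = peptide-only wells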
Bcl-W Bim block – inhibitors of Bim binding to Bcl-W, primary screen, biochemical, multiplexed, bead-based flow cytometry | Bcl-2-like protein 2 (Homo sapiens), Q92843 | Bim peptide-Bcl-W binding | inhibition, % at 10 µM | 0.02% of 190,000 active | AID 952, 2007;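 further: 0% = bound tracer without compound and 100% = peptide blocker; higher means less fluorescent Bim peptide bound to Bcl-W beads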
Target sequence (Q92843 whole entry, looked up): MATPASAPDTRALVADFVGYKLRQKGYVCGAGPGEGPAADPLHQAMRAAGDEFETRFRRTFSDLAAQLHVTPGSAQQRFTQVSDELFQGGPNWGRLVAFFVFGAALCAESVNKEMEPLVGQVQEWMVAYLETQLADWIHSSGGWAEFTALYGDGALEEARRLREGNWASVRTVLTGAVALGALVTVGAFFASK
Bim-Bcl-XL – inhibitors of Bim-Bcl-XL binding, primary screen, biochemical, multiplexed, bead flow cytometry, human Bcl-XL. inhibition, % at 10 µM. Bcl-2-like protein 1 (Homo sapiens), Q07817. 0.04% of 190,000 active. Bim peptide-Bcl-XL binding, fluorescence
RGS8-Gao – RGS8-Galphao binding modulators, primary screen, biochemical, multiplexed bead flow cytometry; response (percent of control binding), % at 10 µM; 0.34% of 220,000 active; actives lie on both sides; Guanine nucleotide-binding protein G(o) subunit alpha (Homo sapiens), P09471; in the data active means response below about 60% or above about 140%; inactive means in between;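 further: Galphao activated as the GDP aluminium fluoride complex binding bead-coupled RGS8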
Bcl-2 Bim block – inhibitors of Bim-Bcl-2 binding, primary screen, biochemical, multiplexed, human Bcl-2 family; AID 950, 2007; 0.06% of 190,000 active; inhibition, % at 10 µM; Bead-based flow cytometry, Bim peptide-Bcl-2 binding; in the data active means inhibition above about 40%; inconclusive means no clear call, values can overlap the other calls;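 further: 0% = no compound wells with probe peptide and 100% = reference peptide inhibitor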
Target sequence (P10415 whole entry, looked up): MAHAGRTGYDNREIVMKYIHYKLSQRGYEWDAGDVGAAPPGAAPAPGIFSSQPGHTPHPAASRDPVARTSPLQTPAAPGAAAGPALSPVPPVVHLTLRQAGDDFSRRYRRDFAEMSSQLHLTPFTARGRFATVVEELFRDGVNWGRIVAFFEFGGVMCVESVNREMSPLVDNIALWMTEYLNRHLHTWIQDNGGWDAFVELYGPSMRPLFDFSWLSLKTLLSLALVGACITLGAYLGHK
Mcl-1 Bim block – inhibitors of Bim peptide binding to Mcl-1, primary screen, biochemical, bead-based flow cytometry, multiplex; Induced myeloid leukemia cell differentiation protein Mcl-1 (Homo sapiens), Q07820; Bim peptide-Mcl-1 binding; inhibition, % at 10 µM; 0.1% of 190,000 active; AID 1009, 2008;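 further: 0% = no compound tracer wells and 100% = peptide blocker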
* hit, by the source's call; u = inconclusive; x = not tested or not shown. Unless noted, no stated cut-off is given here; in the data, active means inhibition above about 40%.

SMILES	Mcl1-Bid inh	RGS4-Gao reg	Bcl-B Bim block	RGS7-Gao	Bfl-1 Bim block	Mcl1-Noxa inh	Bcl-W Bim block	Bim-Bcl-XL	RGS8-Gao	Bcl-2 Bim block	Mcl-1 Bim block
CCOP(=O)(c1ccccc1)c1nc(-c2ccccc2Cl)oc1N1CCCCC1 (configuration not stated)	45	91	6	90	10	18	3	6	83	8	0
S=C1NCCNC(=S)NCCOCCN1	-64	101	-1	u	-3	8	-2	-5	100	0	0
Cc1cccc(NC(=O)N(Cc2cc3cc(C)cc(C)c3[nH]c2=O)CC2COCCO2)c1 (configuration not stated)	8	89	-1	91	0	1	-1	6	97	-1	-4
CC(=O)NC1(c2nnnn2CCOC(=O)Nc2ccc(Cl)cc2)CCCC1	-2	101	-9	109	0	32	0	-2	100	0	1
CCCCOC(=O)Nc1nnc(CCc2ccccc2)s1	4	98	-3	103	-2	0	-2	0	102	-1	-4
CNC(=S)NNC(=O)c1sc2cc(C(F)(F)F)cnc2c1-c1cccnc1	-30	102	-4	99	0	16	-1	-6	104	-3	0
O=C(Nc1cccc(S(=O)(=O)N2CCCC2)c1)c1ccc2c(c1)OCO2	1	100	-5	98	-10	-13	-2	-3	100	-8	-3
Cc1nnc(SCc2cc(=O)[nH]c(/N=C(\N)Nc3ccccc3Sc3ccccc3)n2)s1	-20	106	-1	108	3	6	-3	-6	104	0	-4
CC(=O)NCCNC(=O)CCNC(=O)c1ccc(Cl)cc1	-10	96	0	96	3	6	0	0	90	6	4
O=C(Nc1ncnc2sc3c(c12)CCC3)c1ccco1	13	100	8	101	8	0	4	5	101	8	8
CC1(C)CC(=O)C(N=Nc2ccc3ncsc3c2)=C(O)C1	-9	98	-3	97	0	0	-1	-4	98	0	-3
CCOc1ccc(Nc2nc3cc(S(=O)(=O)N(CC)CC)ccc3o2)cc1	2	98	0	101	2	12	2	1	98	1	2
Cc1ccc(CNC(=O)C2CC(c3cccc([N+](=O)[O-])c3)=NO2)o1 (configuration not stated)	-27	101	-5	97	-8	12	1	-3	98	3	-2
COc1ccccc1OCCC(=O)OCC(=O)Nc1ccc(Br)cc1	-20	96	-12	97	-16	2	-7	-13	100	-9	-12
COC(=O)c1cc(NC(=O)c2ccc(C)cc2)c(=O)oc1C	-8	103	-4	u	-3	-14	0	-3	101	0	-1
CC(=O)Nc1ccc(-n2cnnn2)cc1	-12	97	x	101	1	0	-1	-3	97	1	3
Cc1cc2c(c(=O)n1CCN(C)C)C(c1ccc(Cl)cc1)C(C#N)=C(N)O2 (configuration not stated)	-19	99	-10	100	-19	-13	-5	-9	100	-11	-3
Cc1ccc(NC(=O)ON=C2CCCC2)cc1	-9	102	-3	105	-5	10	-2	-2	100	-2	-2
O=C(Cc1ccc(-n2c(=S)[nH]c3ccccc3c2=O)cc1)N1CCN(c2ccccc2)CC1	-2	97	-7	99	-5	-6	4	0	102	-4	0
CCCC1=C(C(=O)OCC)C(c2ccc(N(C)C)cc2)n2ncnc2N1 (configuration not stated)	-7	104	-4	104	-11	1	3	2	101	-4	2
Cc1cccc(C)c1OCCNC(=O)C(=O)NCc1ccco1	-27	108	-2	104	-5	10	1	0	103	-2	2
Nc1c(C(=O)N2CCCCC2)sc(=S)n1-c1ccccc1	6	101	1	99	10	6	7	12	102	6	5
COc1cccc(C(=O)Nc2nc3ccccc3[nH]2)c1	-5	93	-4	95	-4	25	-3	-2	95	-3	-4
CC(=O)Nc1ccc2nc(N)sc2c1	-12	102	-8	100	-2	14	-5	-6	100	6	-4

Among those listed so far, 4 contain an NH in an aromatic ring:
SMILES	Mcl1-Bid inh	RGS4-Gao reg	Bcl-B Bim block	RGS7-Gao	Bfl-1 Bim block	Mcl1-Noxa inh	Bcl-W Bim block	Bim-Bcl-XL	RGS8-Gao	Bcl-2 Bim block	Mcl-1 Bim block
Cc1cccc(NC(=O)N(Cc2cc3cc(C)cc(C)c3[nH]c2=O)CC2COCCO2)c1 (configuration not stated)	8	89	-1	91	0	1	-1	6	97	-1	-4
Cc1nnc(SCc2cc(=O)[nH]c(/N=C(\N)Nc3ccccc3Sc3ccccc3)n2)s1	-20	106	-1	108	3	6	-3	-6	104	0	-4
O=C(Cc1ccc(-n2c(=S)[nH]c3ccccc3c2=O)cc1)N1CCN(c2ccccc2)CC1	-2	97	-7	99	-5	-6	4	0	102	-4	0
COc1cccc(C(=O)Nc2nc3ccccc3[nH]2)c1	-5	93	-4	95	-4	25	-3	-2	95	-3	-4

Quoted at random: two records from the list.
SMILES	Mcl1-Bid inh	RGS4-Gao reg	Bcl-B Bim block	RGS7-Gao	Bfl-1 Bim block	Mcl1-Noxa inh	Bcl-W Bim block	Bim-Bcl-XL	RGS8-Gao	Bcl-2 Bim block	Mcl-1 Bim block
O=C(Nc1cccc(S(=O)(=O)N2CCCC2)c1)c1ccc2c(c1)OCO2	1	100	-5	98	-10	-13	-2	-3	100	-8	-3
Cc1nnc(SCc2cc(=O)[nH]c(/N=C(\N)Nc3ccccc3Sc3ccccc3)n2)s1	-20	106	-1	108	3	6	-3	-6	104	0	-4

Next section
SMILES	Mcl1-Bid inh	RGS4-Gao reg	Bcl-B Bim block	RGS7-Gao	Bfl-1 Bim block	Mcl1-Noxa inh	Bcl-W Bim block	Bim-Bcl-XL	RGS8-Gao	Bcl-2 Bim block	Mcl-1 Bim block
O=C(CSc1ncccc1C(=O)O)c1ccc2ccccc2c1	3	96	0	95	0	0	0	-1	101	1	0
Cc1cc(NS(=O)(=O)c2ccc(NC(=O)c3cc4ccccc4o3)cc2)no1	3	117	-5	113	-9	2	1	-3	111	-7	1
COc1cccc(C(=O)Nc2cccc(SC)c2)c1	-27	100	0	100	0	13	0	-4	97	0	-3
CC(C)COc1ccc(-c2cc(C(=O)NN)[nH]n2)cc1	-36	106	4	110	17	-25	18	11	115	12	11
CCOC(=O)c1c(C)[nH]c(C(=O)CSc2nnc(-c3ccncc3)n2CC)c1C	11	101	-10	100	-14	2	1	0	99	-9	-1
O=C(Cn1c(=O)oc2cc(S(=O)(=O)N3CCc4ccccc43)ccc21)NC1CCCC1	-7	102	-8	103	-12	9	0	-5	103	-8	0
Cc1ccc2c(c1)N(CC(=O)N1CCCCC1c1cccnc1)C(=O)CO2 (configuration not stated)	0	102	-7	102	-10	-6	-1	-1	101	-10	-1
CCOC(=O)c1c(NC(=S)Nc2cccnc2)sc(C)c1C	-67	104	-10	u	-6	30	-3	-9	102	-2	-2
CC1(O)CC(=O)N(c2ccccc2)O1 (configuration not stated)	-17	98	-1	97	-1	-12	0	-1	102	-1	2
COc1ccccc1C(=O)NNC(=O)c1cccc([N+](=O)[O-])c1	-33	106	-11	123	-15	5	-1	-6	124	-4	-2
O=C(O)/C=C\C(=O)NCc1cccnc1	-28	103	-1	106	-5	29	1	-1	105	1	0
C[C@@H]1CC=C[C@H]2[C@H]1C(=O)N(Cc1ccccc1)[C@H]2c1ccc2ccccc2c1/C=C/c1ccccc1	-39	99	x	u	x	-5	x	x	100	x	x
Cn1c(=O)c2c(nc(NCC3CCCO3)n2Cc2ccccc2)n(C)c1=O (configuration not stated)	-26	102	-11	100	-5	9	-6	-10	102	-5	-6
Cc1ccc(C(=O)O)cc1NC(=S)NC(=O)c1ccc(-c2ccccc2)cc1	-26	100	-3	104	-5	18	-3	-1	100	-2	-2
O=C(N/N=C/c1ccco1)C12CC3CC(CC(C3)C1)C2	-20	100	-4	96	-2	6	-3	-2	99	-4	-1
CCN(CC)S(=O)(=O)c1ccc2oc(C(=O)Nc3ccc(OC)cc3OC)c(C)c2c1	-16	102	-1	99	-1	-8	-2	-1	100	-5	-2
Cc1ccc(NC2=C(Cl)C(=O)OC2OC(=O)c2ccccc2)c(C)c1 (configuration not stated)	-16	103	1	107	0	25	6	1	108	9	5
Cc1ccccc1N(CC(=O)N/N=C/c1ccc(Cl)cc1)C(=O)c1ccccc1	9	98	-3	98	-3	0	-4	-5	98	-3	-2
Cc1ccc(CCNC(=O)CN2C(=O)COc3ccccc32)cc1	-2	102	-3	98	-8	1	5	-1	102	-2	0
COc1cc(C)nc(N(C)S(=O)(=O)c2ccccc2Cl)n1	-27	104	-5	101	-2	18	-4	-3	104	-4	-3
Cc1cccc(NC(=O)/C(=C\c2ccco2)NC(=O)c2ccccc2)c1	1	105	-11	111	-15	13	-5	-26	102	-7	-4
COc1ccccc1N1CCN(C(=O)CN(c2cc(C)cc(C)c2)S(C)(=O)=O)CC1	-13	92	-4	87	-3	-8	-4	-3	93	-2	-3
COc1ccc(N(C(=O)c2ccco2)C(C(=O)NC2CCCCC2)c2ccccc2)cc1 (configuration not stated)	2	100	0	98	0	-9	0	-4	95	10	0
O=C(NCc1ccco1)c1cccc2c1C(=O)N(C1CCCCC1)C2	-15	91	0	95	1	2	0	-1	97	3	-7
O=C(/C=C\Nc1ccccn1)c1ccccc1	-33	100	-1	96	-2	-11	-1	-1	98	-1	0
Cc1cc(=O)oc(C)c1C(=O)NCCN1CCOCC1	-60	98	-1	98	-2	0	0	-2	99	-3	0
NCCSC1CC(=O)N(Cc2ccc(F)cc2)C1=O (configuration not stated)	-25	99	-7	99	-6	0	-1	-3	99	-1	-1
O=c1/c(=C/c2ccc(O)cc2)sc2n1CCCN=2	-31	100	-15	100	-14	-5	-2	-13	101	-6	-6
